From PubChem
CHRM1 antagonist = human M1 muscarinic receptor antagonists, primary screen, CHO-K1 cells, Fluo-8 calcium fluorescence, 1536-well | 360,000 tested, 1.3% active | inhibition, % at 3 µM | CHO-K1 hM1, ACh EC80 antagonist;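 active means percent inhibition above its own plate's cutoff, namely the mean of that plate's compound wells plus 3 SD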;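 further: peak over basal fluorescence ratio during 140 s after agonist addition; 0% = ACh EC80 plus DMSO and 100% = DMSO alone without agonist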
CHO parental Ca = ATP-evoked calcium signal inhibitors, parental CHO, primary screen, counter-screen for OX1R antagonist project, cell-based, fluorescence, Fluo-8 calcium dye; 330,000 tested, 0.63% active; inhibition, % at 5.6 µM; parental CHO-K1, ATP-induced calcium, Fluo-8 fluorescence; AID 463079, 2010;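 active means inhibition above that plate's mean sample inhibition plus 3 SD, cut at about 26% in these data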;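 further: 0% = ATP-challenged DMSO wells and 100% = DMSO wells without ATP; some compounds past the cut are filed as inactive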
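Material – parental CHO cells · Reagent – ATP stimulus · Compound – single nominal dose of 5.6 µM per compound · Detection – Fluo-8 fluorescence · Read-out basis – percent inhibition of calcium signal · Controls – ATP-challenged DMSO wells low, unchallenged DMSO wells high · Repeats – no replicates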
M1 ag = human M1 muscarinic receptor agonists, primary screen, Fluo-8 calcium fluorescence, CHO-K1 cells, HTS; CHO-K1 hM1, agonist mode; 0% DMSO, 100% acetylcholine EC100; 360,000 tested, 0.33% active; activation, % at 3 µM; AID 588814, 2011;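 active means activation above the run's mean compound activation plus 3 SD, cut at about 16% in these data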;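 further: peak over basal fluorescence ratio within a 140 s kinetic read after compound addition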
CHRM1 PAM = human M1 muscarinic receptor positive allosteric modulators, primary screen, CHO-K1 cells, Fluo-8 calcium fluorescence, 1536-well; CHO-K1 hM1, ACh EC20; 0% = ACh EC20, 100% = maximal ACh; activation, % at 3 µM; 360,000 tested, 0.088% active; AID 588819, 2011; in the data active means activation above about 19%, passing the limit was not always enough
CHRM4 antagonist = human M4 muscarinic receptor antagonists, primary screen, CHO cells, Fluo-8 calcium fluorescence; Muscarinic acetylcholine receptor M4 (Homo sapiens), P08173; CHO-hM4 cells, ACh EC80; inhibition, % at 3 µM; 360,000 tested, 0.73% active; AID 624125, 2012;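 active means inhibition above its plate's cutoff, the mean inhibition of sample wells plus 3 SD, cut at about 27% in these data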;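 further: 0% = acetylcholine EC80 with DMSO and 100% = DMSO without agonist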
Target sequence (P08173 whole entry, looked up): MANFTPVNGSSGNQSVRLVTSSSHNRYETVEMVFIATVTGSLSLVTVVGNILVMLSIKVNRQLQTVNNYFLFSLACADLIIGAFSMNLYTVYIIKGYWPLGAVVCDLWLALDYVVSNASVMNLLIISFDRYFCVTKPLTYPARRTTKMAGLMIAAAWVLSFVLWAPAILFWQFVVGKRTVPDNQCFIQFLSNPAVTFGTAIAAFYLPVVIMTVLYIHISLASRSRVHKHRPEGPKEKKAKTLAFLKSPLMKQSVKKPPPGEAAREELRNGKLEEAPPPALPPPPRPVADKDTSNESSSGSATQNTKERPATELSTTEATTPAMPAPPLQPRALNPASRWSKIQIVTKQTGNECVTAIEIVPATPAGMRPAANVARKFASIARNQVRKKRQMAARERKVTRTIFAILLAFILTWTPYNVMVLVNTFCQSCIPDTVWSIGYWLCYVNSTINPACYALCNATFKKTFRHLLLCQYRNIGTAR
M1 ag parental = counter-screen for M1 agonists: effect in parental CHO-K1 cells | Fluo-8 calcium fluorescence; scaled to maximal ATP response, vehicle zero | activation, % at 3 µM | 360,000 tested, 0.48% active | AID 602248, 2012; in the data active means activation above about 15%;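 further: untransfected CHO-K1 host cells lacking M1 receptor as counterscreen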
CHO-K1 Ca antag = nonselective inhibitor or artifact in parental CHO-K1 cells; 360,000 tested, 0.6% active; inhibition, % at 3 µM; ATP-induced calcium, Fluo-8 fluorescence;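 active means inhibition above a per-plate cutoff, the plate's mean sample inhibition plus 3 SD, cut at about 24% in these data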;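 further: 0% = DMSO plus EC80 ATP and 100% = DMSO alone without ATP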
OXTR potentiator = human OXTR potentiators, primary screen, fluorescence, CHO-OTR cells, Fluo-8 calcium. AID 2445, 2010. Oxytocin receptor (Homo sapiens), P30559. 320,000 tested, 0.061% active. Fluo-8 calcium fluorescence, potentiator mode; 0% = oxytocin EC15, 100% = EC100. activation, % at 3 µM;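 active means activation above that plate's cutoff, the mean activation of tested compounds plus 3 SD, cut at about 6.6% in these data, passing the limit was not always enough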;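 further: 100% uses oxytocin at 75 nM as the full agonist control; some results filed as inactive read as strong as hits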
Target sequence (P30559 whole entry, looked up): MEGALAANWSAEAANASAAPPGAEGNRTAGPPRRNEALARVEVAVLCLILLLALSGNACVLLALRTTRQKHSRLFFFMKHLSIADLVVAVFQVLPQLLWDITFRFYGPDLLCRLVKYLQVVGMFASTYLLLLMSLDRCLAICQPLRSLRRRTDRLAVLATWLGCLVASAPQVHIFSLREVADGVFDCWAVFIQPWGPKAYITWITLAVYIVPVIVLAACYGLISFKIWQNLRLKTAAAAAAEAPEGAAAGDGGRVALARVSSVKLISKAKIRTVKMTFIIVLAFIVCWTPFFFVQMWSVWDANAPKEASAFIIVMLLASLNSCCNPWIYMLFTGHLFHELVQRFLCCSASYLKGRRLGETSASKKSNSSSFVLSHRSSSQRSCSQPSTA
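test system = CHO-OTR cells, human receptor | compound = single-point 3.0 µM | schedule = 6 min compound pre-incubation at room temperature, 100 s kinetic read | signal = Fluo-8 no-wash calcium dye fluorescence, excitation 470-495 nm, emission 515-575 nm | repeats = single well per compound, singlicate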
CHRM4 agonist = human M4 muscarinic receptor agonists, primary screen, CHO-K1 cells, Fluo-8 calcium fluorescence; Muscarinic acetylcholine receptor M4 (Homo sapiens), P08173; CHO-K1 hM4/Gqi5; vehicle 0%, full acetylcholine response 100%; activation, % at 3 µM; 360,000 tested, 0.14% active; AID 624127, 2012;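 active means activation above the run mean over all test wells plus 3 SD, cut at about 32% in these data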;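 further: peak over basal fluorescence ratio per well then scaled between controls; 0% = DMSO wells and 100% = acetylcholine at EC100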
* marks the source's active call; other numbers are inactive results; nt = not tested or not shown. Outcome played no part in choosing rows; 2.9% or so of the library scored in one or more.

SMILES | CHRM1 antagonist | CHO parental Ca | M1 ag | CHRM1 PAM | CHRM4 antagonist | M1 ag parental | CHO-K1 Ca antag | OXTR potentiator | CHRM4 agonist
c1ccc(CN2CCN(Cc3cn4cccnc4n3)CC2)cc1 | -4 | -20 | -13 | 3 | -3 | 0.6 | 6 | -1 | 1
COc1ccc(C)cc1NC(=O)C(OC(=O)CNC(=O)c1cccc(F)c1)c1ccccc1 (stereo not given) | -4 | -13 | -7 | 11 | -12 | -0.1 | 31* | -7 | 0
CCN(c1cccc(C)c1)S(=O)(=O)c1ccc(-n2cccn2)cc1 | -7 | -14 | -4 | -4 | -6 | 1.9 | -1 | -14 | 5
C=CCNc1ncnc2ccccc12 | 0 | 2 | -2 | 1 | 7 | 3.0 | -5 | 2 | 2
COc1ccccc1/C=C/C=N/n1c(-c2ccc(Cl)cc2Cl)n[nH]c1=S | -7 | -17 | -3 | 1 | -6 | 0.3 | -7 | -8 | -1
O=C(Nc1ccc(N2CCCCC2)cc1)c1ccc2ccccc2n1 | 6 | -14 | -5 | 3 | 4 | 1.4 | -2 | -11 | 1
COc1ccc(N(C2=NCCCS2)S(=O)(=O)c2ccc(C(C)(C)C)cc2)cc1 | -13 | -6 | 2 | 9 | 3 | 0.4 | -10 | -18 | 1
COc1cc([N+](=O)[O-])ccc1NC(=O)NCc1ccccn1 | 1 | -5 | -4 | 4 | 1 | 0.5 | -8 | -10 | 0
Cc1cc(=O)[nH]c(SCC(=O)Nc2ccc3c(c2)CCC3)c1C#N | 5 | -12 | 7 | -2 | 3 | 12 | 2 | -11 | 7
CC(C)(C)OC(=O)C[C@@H]1C/C=C\C[C@H](CC(=O)NCCO)C(=O)N2CCC[C@@H]2COC1=O | -6 | -8 | -1 | 6 | 3 | 0.4 | -23 | 4 | 1
CCN(CC(=O)Nc1ccc(OC)cc1)CC(=O)N1CC(=O)Nc2ccccc21 | -4 | -14 | -5 | 5 | -3 | 0.0 | -23 | 1 | 2
COc1ccc(NC(=O)CN(C)C(=O)CCc2nc3cc(S(=O)(=O)N4CCOCC4)ccc3n2C)cc1 | -10 | -8 | -2 | 9 | 2 | 0.8 | -4 | -6 | -1
CC1(C(=O)NCc2ccccc2Br)CCN1Cc1ccc2ccccc2c1 (stereo not given) | -1 | nt | -7 | -6 | 5 | 0.2 | -12 | nt | -1
COc1ccc2nc(-c3ccccc3)cc(OC)c2c1 | -8 | -17 | -10 | 5 | -7 | 12 | -7 | -7 | 0
CCCCNC(=O)CC1N=C2c3ccccc3N=C(SCC(=O)Nc3ccccc3OC)N2C1=O (stereo not given) | -7 | -21 | -2 | 3 | 1 | -0.4 | -1 | 0 | 0
Cc1cc(-c2ccco2)n(CC(=O)O)n1 | -2 | -9 | -6 | 5 | 9 | 0.8 | -14 | -2 | 0
Nc1ncn(CC(=O)c2ccccc2)n1 | 4 | -5 | -4 | 2 | 10 | -0.3 | 0 | -8 | 1
O=C(O)c1cccc(COc2ccccc2Cl)c1 | -4 | 1 | -1 | 2 | 2 | 0.8 | -20 | -3 | 2
O=c1oc(-c2ccco2)nc2sc3c(c12)CCCC3 | -5 | -17 | -10 | 0 | 3 | -0.7 | 9 | -1 | -1
CCC(C)NC(=O)C1(C)CCC(=O)N1CCc1ccc(OC)c(OC)c1 (stereo not given) | -12 | -3 | -3 | 7 | -9 | 4.4 | -9 | -8 | 0
CCn1c(COc2ccc(OC)cc2)nnc1SCC(=O)Nc1cc(OC)ccc1OC | -8 | -6 | -4 | 12 | -9 | 0.7 | -4 | -16 | 1
COc1cccc(NC(=O)C2(C)CCN2C(=O)Cc2ccc(-c3ccccc3)cc2)c1 (stereo not given) | 22 | nt | 3 | -10 | 6 | 14 | 5 | nt | 7
CC1=Nc2cc([N+](=O)[O-])ccc2NC(C)(C)C1 | -11 | 6 | -3 | 5 | 6 | 0.7 | -6 | -2 | 1
CCN(C(=O)CSc1nc2ccc([N+](=O)[O-])cc2s1)c1c(N)n(Cc2ccccc2)c(=O)[nH]c1=O | 11 | nt | -4 | 0 | -13 | 0.5 | 15 | nt | 1
O=C(CSc1nnc(-c2cccs2)n1C1CC1)NC1CCS(=O)(=O)C1 (stereo not given) | 0 | -3 | -3 | 4 | 9 | 0.0 | -2 | 0 | 2
COc1cccc(C(=O)CSc2nnc(CNS(C)(=O)=O)n2-c2ccc(C)cc2)c1 | -2 | nt | -5 | -3 | 1 | -0.1 | -10 | nt | -1
O=C(CSCCO)N1CCc2ccccc21 | -15 | -7 | -3 | 10 | 3 | -0.1 | -9 | -7 | 0
CCOc1ccc(NS(=O)(=O)c2ccc(NC(=O)c3ccccc3C(=O)O)cc2)cc1 | -7 | -9 | -3 | 3 | -5 | 3.6 | -18 | -2 | 4
CCOC(=O)c1c(N2C(=O)C3C4C=CC(C4)C3C2=O)sc2c1CCC(C)C2 (stereo not given) | -4 | -28 | -8 | 3 | 4 | 0.6 | -4 | -6 | 0
N#CC1=C(N)SC(N)=C(C#N)C1CCc1ccccc1 | 9 | 17 | 12 | 4 | 3 | 6.7 | 29* | -27 | 13
O=c1c2ccccc2ncn1CCCOc1ccccc1[N+](=O)[O-] | 0 | -14 | -1 | 1 | 7 | 2.3 | -10 | -4 | 3
OCCC1CN(Cc2nc(-c3ccccc3)cs2)CCN1C1CCCC1 (stereo not given) | 45* | -20 | -7 | -24 | 53* | 0.3 | -6 | -3 | 1
COc1ccc(NC(=O)CC2COc3ccccc3O2)c(OC)c1 (stereo not given) | -3 | -26 | -2 | 8 | -5 | 1.1 | -12 | 2 | 4
CC(=O)Nc1ccc(C(=O)Nc2ccc(S(=O)(=O)N3CCCC3)cc2)cc1 | -1 | 2 | -1 | 5 | 2 | 0.3 | 3 | -13 | 2
CC(C)(CN1CCCC1)NC(=O)C1CCC(=O)N(CCCN2CCOCC2)C1 (stereo not given) | -3 | 2 | -4 | 6 | -2 | 9.4 | -4 | 0 | 0
O=C(CCCOc1ccc(Cl)cc1Cl)NNC(=O)c1ccc(NC(=O)c2ccccc2)cc1 | -1 | 2 | -3 | 5 | 0 | 0.0 | 3 | -7 | 0
CC1CCCN(C(c2ccccc2)c2sc3ncnn3c2O)C1 (stereo not given) | -23 | -4 | -4 | 15 | -13 | 0.6 | 4 | -10 | 1
CCOc1ccc(-c2ncncc2-c2ccccc2OC)c(O)c1 | 0 | -22 | -6 | 5 | -10 | 4.7 | -4 | -11 | 11
CCOC(=O)C(NC(C)=O)C(=O)O (stereo not given) | -13 | -9 | -2 | 6 | 4 | 0.1 | 3 | -2 | 1
COCCCn1cc(C(=O)c2cc(Br)ccc2O)cc(C#N)c1=O | 0 | -16 | -6 | -6 | 2 | 3.1 | -8 | -7 | 5
C/C(=N\NC(=O)c1nc(C)cc(C)n1)c1ccccc1 | -6 | 3 | -2 | 4 | 1 | 0.0 | -14 | -8 | 1
COC(=O)C1CN(C(=O)C(C)Oc2ccccc2Cl)c2ccccc2O1 (stereo not given) | -17 | -13 | -1 | 10 | -11 | 0.5 | -12 | -6 | 0
COc1ccccc1Cn1c(=S)[nH]c2cc(C(=O)N3CCC(C(N)=O)CC3)ccc2c1=O | -6 | -10 | -4 | 6 | 5 | 0.3 | 2 | -4 | 1
Cc1ccc(OC(C)C(=O)Nc2ccc(S(=O)(=O)Nc3cc(C)on3)cc2)cc1 (stereo not given) | -8 | 0 | -4 | 2 | -2 | 0.7 | -22 | -7 | 2
CCOC(=O)C1=C(O)C(=O)N(Cc2cccnc2)C1c1ccc(C)cc1 (stereo not given) | -1 | -15 | -6 | 10 | 3 | 1.3 | -3 | -8 | 1
Cc1cccc(C(O)c2cnc(C)n2Cc2ccccc2)c1 (stereo not given) | 4 | nt | -5 | -6 | 8 | 2.3 | -5 | nt | 4
O=C(NCCNC(=O)c1ccccc1Cl)c1ccco1 | -1 | -5 | -3 | -1 | 11 | 0.1 | -8 | -4 | 0
COc1ccc(N2CCN(C(=O)CCSCc3ccccc3F)CC2)cc1 | 10 | 18 | -4 | -6 | -13 | 6.6 | -4 | -4 | 14
Cn1nc(OC(=O)Nc2ccc(F)cc2)cc1C(F)(F)F | -8 | 8 | 4 | -1 | -3 | 3.0 | 18 | -6 | 8
Cc1ccc(C(=O)NNC(=O)c2ccc(NC(=O)C(C)(C)C)cc2)cc1 | -7 | -3 | 8 | 9 | -4 | 15* | 4 | -1 | 0
O=C(NC1CCCCCC1)c1cccs1 | -3 | -10 | -8 | 3 | -13 | -0.4 | -43 | 4 | 1
CC(=O)Oc1ccc(N(C(C)=O)S(=O)(=O)c2ccc(Cl)cc2)c2ccccc12 | -10 | 6 | -2 | 9 | -18 | 0.2 | -2 | -8 | 1
Cc1cc(C)nc(/N=C2\NC(=O)CC3C(=O)NCCN23)n1 (stereo not given) | -27 | -6 | -2 | 19 | -3 | 0.5 | -12 | -4 | 1
O=C(O)c1ccccc1C(=O)NCC(O)COCC1CC=CCC1 (stereo not given) | -15 | -8 | -2 | 7 | -9 | 1.7 | -27 | -2 | 2
O=[N+]([O-])c1ccc(Sc2ccccc2)nc1 | -2 | -3 | -5 | 3 | 9 | -0.1 | -8 | -7 | -2
O=C(COC(=O)CSc1ccc(F)cc1)NC1CC1 | -10 | nt | 1 | 3 | -5 | 0.3 | -9 | nt | 1
CCOCCCNC(=O)CCc1nnc2n(CCC(C)C)c(=O)c3ccccc3n12 | -1 | -17 | -3 | 4 | -10 | 0.8 | -6 | -2 | 4
COc1cc(NS(=O)(=O)c2ccc3[nH]c(=O)oc3c2)cc(OC)c1 | 3 | -5 | -4 | 5 | -7 | 1.2 | -1 | -9 | 2
